ALOX12 inh – inhibitors of human 12S-lipoxygenase ALOX12 | 1.1% of 580,000 active | P18054 | Potency, µM (top dose mostly 108 µM), without a hit: at the highest dose activity change, negative = inhibition, hits mostly inhibitors | purified 12hLO, xylenol orange hydroperoxide absorbance; active = well fitted inhibition curve with a large enough effect; inconclusive = small, poorly fitted or top-dose-only effect, or another doubt; inactive = no such curve, though single readings can be large or run the other way
Target sequence (P18054 whole entry, looked up): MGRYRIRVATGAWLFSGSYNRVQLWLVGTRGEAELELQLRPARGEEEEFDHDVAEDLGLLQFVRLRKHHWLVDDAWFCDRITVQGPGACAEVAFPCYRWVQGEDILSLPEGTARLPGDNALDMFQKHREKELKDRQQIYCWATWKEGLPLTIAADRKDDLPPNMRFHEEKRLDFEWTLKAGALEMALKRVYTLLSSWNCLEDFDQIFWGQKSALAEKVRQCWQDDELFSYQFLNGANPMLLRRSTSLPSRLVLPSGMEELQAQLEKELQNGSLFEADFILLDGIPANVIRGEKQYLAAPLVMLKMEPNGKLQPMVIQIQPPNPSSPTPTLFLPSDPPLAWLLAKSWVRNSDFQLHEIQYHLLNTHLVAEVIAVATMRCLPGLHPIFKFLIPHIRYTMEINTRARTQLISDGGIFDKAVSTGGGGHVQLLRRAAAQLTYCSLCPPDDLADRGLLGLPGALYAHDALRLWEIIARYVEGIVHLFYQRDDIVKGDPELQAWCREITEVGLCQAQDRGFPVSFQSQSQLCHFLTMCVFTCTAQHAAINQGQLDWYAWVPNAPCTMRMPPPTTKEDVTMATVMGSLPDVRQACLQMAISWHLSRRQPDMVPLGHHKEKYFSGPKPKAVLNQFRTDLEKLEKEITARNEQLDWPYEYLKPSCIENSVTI
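Purified human 12hLO (150 nM final) in 25 mM Hepes, 0.01% Triton X-100, pH 7.0 was preincubated 15 min at room temperature with compound. Then 40 uM arachidonic acid was added, 30 min. Hydroperoxide was read by Fe-XO absorbance ratio 573/405 nm.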
* hit, by the source's call; i = inactive; ? = inconclusive; [ ] = another dose, or the depositor's remark. % is set by controls: 0 for no effect and ±100 for the full control effect; potency is the fitted concentration of half-maximal effect. A portion of the library. The share of hits here may be higher or lower than overall.

SMILES | ALOX12 inh
COc1ccc(OCC(=O)NCC(c2ccc(C)cc2)N2CCCC2)cc1 (stereo not drawn) | -46.9%
O=C(Nc1cccc(-c2nnc3n2CCCC3)c1)c1ccccc1F | 36.8%[activator]
CC(C)(Oc1ccc(Cl)cc1)c1nn2c(COc3ccc(F)cc3)nnc2s1 | ?
C/C(Cl)=C\C[N+]1(C/C=C(\C)Cl)CCCCC1 | ?
COc1cc(NC(=O)Cn2c(-c3cccc(Cl)c3)nc(C)c(CCO)c2=O)cc(OC)c1OC | -8.3%
CCn1nnc2cc(C(=O)N(C)CC(=O)Nc3ccc(Br)c(C)c3)ccc21 | ?
COCCN1CCCN(C(=O)C2CCCCC2)c2ccccc21 | ?
COC(=O)N1C[C@H](OC(=S)Nc2ccc(OC)cc2OC)[C@H]2C[C@@H]1c1ccccc1O2 | -15.8%
COc1ccc(OC)c(-c2nc3c(C)cccc3cc2CN2CCN(C)CC2)c1 | 20.5%
Cc1ccccc1C(=O)N1CCCN(c2cc(-c3ccccc3)[nH]n2)CC1 | 53.5%[activator]
COc1ccc2c(CSc3nnnn3-c3ccccc3)cc(=O)oc2c1 | -64.9%
CN(C)S(=O)(=O)c1cccc(NC(=O)c2ccc(OCc3cn4ccccc4n3)cc2)c1 | 38.6%[activator]
CCNC(=O)NC(=O)CSc1nc(-c2ccco2)nc2ccccc12 | ?
CCn1nc(C(=O)N(C)CCOc2ccc(C)cc2)c2ccccc2c1=O | -17.7%
O=C(CSc1nnc2ccccn12)c1ccc(F)cc1 | 95.3%[activator]
CC(=O)c1cccc(NC(=O)CN(CCc2ccccc2)S(=O)(=O)c2ccccc2)c1 | -8.4%
Cc1cc(C[C@@H]2COC[C@@H]2NC(=O)c2c(C)cc(C)n(C)c2=O)on1 | 66.7%[activator]
Cc1nc2cnc(N3CCOCC3)nc2n(C2CC2)c1=O | ?
COc1ccc(CNC(=O)N(C)C[C@@H]2OCc3ccccc3-c3c(n(C)c4ccccc34)C(=O)N([C@@H](C)CO)C[C@@H]2C)cc1 | -10.9%
Cc1ccc(CN2C(=O)[C@@H]3C[C@@H](O)CN3C3(CN(C(C)C)C3)C2=O)o1 | 23.6%[176 µM]
COCCCNC(=O)c1cc(-c2cc(C)ccc2C)nc2ccccc12 | -0.5%
O=C(NCc1ccncc1)C1c2ccccc2C(=O)N(C2CCCC2)C12CCCCC2 (stereo not drawn) | 32.2%
O=C1CCN(C(=O)c2ccccc2)CCCC(C(=O)NCCCc2ccccc2)CCN1 (stereo not drawn) | 10.1%
COc1cc(CN2CCC(C)(NC(C)=O)CC2)cc(Nc2ccccc2)c1 | 12.6µM*
CC(c1nc(-c2cccs2)no1)N(C)Cc1ccc(F)cc1F (stereo not drawn) | -3.3%
CCn1c(=O)c2ccccc2n(CC(=O)Nc2cnc3ccccc3c2)c1=O | -9.9%
CN1C[C@H](O)C[C@H]1c1nnc2n1CCN(C(=O)C1CCC1)CC2 | ?
COc1ccc(CNC(=O)[C@@H](Cc2ccccc2)NC(=O)[C@H]2O[C@@H](n3cnc4c(=O)[nH]c(N)nc43)[C@H](O)[C@@H]2O)cc1 | -6.5%
COC(=O)[C@]12C[C@H](CC(=O)NCCCN3CCCC3=O)C(=O)N(CCC3=CCCCC3)C1=C[C@H](COCc1ccccc1)O[C@@H]2C | -8.3%
COC(=O)CNC(=O)C1CN(c2ccc(OC)cc2)C(=O)N1 (stereo not drawn) | 8.4%[176 µM]
CCCNC(=O)c1cc(-c2ccc(C)s2)nc2ccccc12 | ?
Cc1ccc(CN2CCCCCCNC(=O)[C@@H]3C[C@@H](C(=O)NCCc4c[nH]c5ccccc45)C[C@@H]32)o1 | 39.1%[activator]
C[C@H]1[C@@H]2[C@@H](O)C([C@H](C)C(=O)N(C)CCC#N)CC[C@@]2(C)CC[C@@H]1NC(=O)c1cncnc1 (stereo partly drawn) | 13.8%
O=C1Nc2ccccc2O[C@H]2C[C@@H]1N(C1CCCC1)C2 | 5.7%[176 µM]
CCC(C)NC(=O)CSc1nnc(C(=O)Nc2ccc(C)cc2)s1 (stereo not drawn) | -1.4%
O=C(Nc1cccc(Cl)c1)N1CCOC(CN(CC2CC2)C(=O)c2cccc(F)c2)C1 (stereo not drawn) | 1.6%
CC(C)CNC(=O)NC(=O)CN(C)CCCc1ccccc1 | -2.0%
O=C(c1cc(C2CC2)nc2onc(C3CCNCC3)c12)N1CCCCC1 | 9.7%[6.33 µM]
O=C(CCCc1ccccc1)NC1CCN(c2cc(-c3ccccc3)[nH]n2)CC1 | 46.7%[activator]
COC(=O)C(=O)C1=C(C)OC(N)=C(C#N)C1c1ccccc1 (stereo not drawn) | -11.7%
COCCOc1ccc2c(n1)CCN(C(=O)c1ccccc1OC)C2 | 38.1%[activator]
CCn1c(=O)[nH]c(=O)c2c(C(=O)O)cc(C3CC3)nc21 | ?
CCCc1cc(C(=O)OCC(=O)NC(=O)NC2CCCC2)sc1C | -4.2%
CN(Cc1ccccc1C(F)(F)F)C(=O)c1ccc(F)cc1 | 5.6%[176 µM]
Cc1ccc2c(COC(=O)C3=NN(C)C(=O)CC3)cc(=O)oc2c1 | ?
COc1ccccc1-c1[nH]ncc1CN1CCCC(C(=O)NCc2ccccc2)CCNC(=O)CC1 (stereo not drawn) | 36.9%[activator]
Cc1ccc(C(=O)CSc2ncc(C(F)(F)F)cc2Cl)cc1 | 10.4%
Cn1cc(/C=C(\NC(=O)c2ccco2)C(=O)N2CCOCC2)c2ccccc21 | 8.9%
COc1cccc(C(=O)NCc2ccccc2)c1 | 13.7%
Cc1noc(C)c1-c1nc(N2CCNCC2)c2ccccc2n1 | -13.6%
COCC#Cc1ccc2c(c1)O[C@H](CN(C)C(=O)c1ccccc1)[C@@H](C)CN([C@H](C)CO)S2(=O)=O | -55.6%
C[C@@H]1CN(C2(C(=O)NCc3n[nH]c4c3CCC4)Cc3ccccc3C2)C[C@H](C)O1 | 49.2%[activator]
Cc1cc(CSc2nnc(-c3ccc(Cl)cc3)n2Cc2ccco2)on1 | ?
CCOCc1nc(C2CCCN(C(=O)c3ccoc3)C2)no1 (stereo not drawn) | 38.8%[activator]
CCc1ccc(NS(=O)(=O)c2ccc3c(c2)c(=O)n(CC(=O)N2CCCCCC2)c(=O)n3C)cc1 | -1.3%
O=C(NC1CC1)C1COC2(CCN(C(=O)c3ccc(F)cc3)CC2)N1C(=O)c1cccc(F)c1 (stereo not drawn) | 29.1%
O=C(Nc1ccccc1)N1CCC(c2nn(-c3ccccc3)c(=O)[nH]2)CC1 | 33.7%[activator]
CCc1nncn1C1CCN(S(=O)(=O)c2ccc(C)cc2C)CC1 | 19.7%
Cc1ccc(F)cc1S(=O)(=O)N1CCn2c(n[nH]c2=O)C1 | 3.3%
C=CCC1(CC=C)CCCN1C(=O)c1cc(COc2cncc(Cl)c2)on1 | i
(continued)
SMILES | ALOX12 inh
Cc1cnc(CNc2cc(-c3ccccc3C)ncn2)cn1 | ?
c1ccc(-c2nnc(CSc3nnc(C4COc5ccccc5O4)o3)o2)cc1 (stereo not drawn) | 2.0%
O=C(CCc1cc(Cl)no1)N(CCS(=O)(=O)N1CCCCC1)Cc1cccnc1 | ?
CCNC(=O)N[C@H]1[C@H](O)[C@@H](N2CCOCC2)[C@@H]2OC[C@H]1O2 | ?
Cc1ccccc1-c1ccc2cccc(C)c2n1 | 22.2%
CC(C)n1c(CN2CCN(Cc3ccccc3)CC2)nc2c1c(=O)n(C)c(=O)n2C | -10.0%
N#Cc1ccc(C(=O)N2CCC(C(=O)N3CCc4ccccc4C3)CC2)cc1 | -4.8%
CCN1CCC(NCc2cccnc2N2CCN(c3ccccn3)CC2)CC1 | 8.2%
CC(C)N(C)S(=O)(=O)c1ccc(Cl)c(C(=O)N2CCCC2C(=O)O)c1 (stereo not drawn) | 25.8%
Cn1nccc1C(=O)N1CCC(Oc2ccccc2)C1 (stereo not drawn) | 2.6%
CCC1CCCCN1C(=O)/C=C/c1ccc(Br)cc1 (stereo not drawn) | 14.1%
CC(C)CCN1CCn2c(nn(-c3ccc(F)cc3F)c2=O)C1 | 40.4%[activator][176 µM]

Shown with the structure last: six of the compounds above.
| ALOX12 inh | SMILES |
| --- | --- |
| -10.9% | COc1ccc(CNC(=O)N(C)C[C@@H]2OCc3ccccc3-c3c(n(C)c4ccccc34)C(=O)N([C@@H](C)CO)C[C@@H]2C)cc1 |
| 25.8% | CC(C)N(C)S(=O)(=O)c1ccc(Cl)c(C(=O)N2CCCC2C(=O)O)c1 (stereo not drawn) |
| i | C=CCC1(CC=C)CCCN1C(=O)c1cc(COc2cncc(Cl)c2)on1 |
| 46.7%[activator] | O=C(CCCc1ccccc1)NC1CCN(c2cc(-c3ccccc3)[nH]n2)CC1 |
| 29.1% | O=C(NC1CC1)C1COC2(CCN(C(=O)c3ccc(F)cc3)CC2)N1C(=O)c1cccc(F)c1 (stereo not drawn) |
| 95.3%[activator] | O=C(CSc1nnc2ccccn12)c1ccc(F)cc1 |

Next records follow.
SMILES | ALOX12 inh
CN1CC2(CCCN(Cc3ccc(-c4ccccn4)cc3)C2)OC1=O (stereo not drawn) | 11.9%
CN1CCN(c2nc3c(c(=O)[nH]2)CCN(Cc2ccc(F)cc2F)CC3)CC1 | -5.7%
Cc1nn(C)c(C)c1C(=O)NCc1cc(Cl)c2c(c1)OCCCO2 | 40.4%
COc1ccc(O)c(C(=O)c2cc(C#N)c(=O)n(-c3cc(C)c(Cl)cc3OC)c2)c1 | ?
Cc1ccc(NC(=O)Cn2cccc2-c2nc(-c3ccc(F)cc3)no2)c(Cl)c1 | -8.7%
Cc1cccc(C)c1NC(=O)C(C1CC1)n1c(-c2ccc(=O)[nH]c2)nc2ccccc21 (stereo not drawn) | -33.0%
CC(C)(C)c1ccc(C(=O)Nc2nc3c(s2)C[C@@H]2[C@](C)(CO)[C@H](O)CC[C@@]2(C)[C@@H]3CC(=O)NCc2ccco2)cc1 | ?
CC(=O)N(c1nc(C)c(C(=O)Nc2ccc3cc[nH]c3c2)s1)C1CCCC1 | 2.5%
O=C1/C(=C/c2ccc3ccccc3c2)CCc2ccccc21 | -58.7%
Cc1cc(=O)n2c3ccccc3nc2n1CC(=O)c1ccc(Br)cc1 | -1.8%
O=C(c1ccc(Cl)nc1)N1CCc2nc(C3CC3)nc(-c3ccc(Cl)cc3)c2C1 | ?
COc1cc(Cl)cc(CN2CCC3(CCOCC3)CC2)c1OC | 71.6%[activator]

Three compounds already listed, sorted by the value under ALOX12 inh, ascending:
SMILES | ALOX12 inh
CN1CCN(c2nc3c(c(=O)[nH]2)CCN(Cc2ccc(F)cc2F)CC3)CC1 | -5.7%
Cn1cc(/C=C(\NC(=O)c2ccco2)C(=O)N2CCOCC2)c2ccccc21 | 8.9%
Cc1ccccc1-c1ccc2cccc(C)c2n1 | 22.2%

New compounds follow.
SMILES | ALOX12 inh
Cc1noc(C)c1S(=O)(=O)N1CC(N(CC(C)C)C2CCOCC2)C1 | -8.1%
Cc1cccc(C(=O)NC2CCN(c3cc(-c4ccccc4)[nH]n3)C2)c1 (stereo not drawn) | 4.1%
Nc1c(Br)cc2oc(-c3cccc4ccccc34)nc2c1Br | -10.2%
O=C(O)C[C@@H]1CCN(C(=O)C2CCCCC2)C[C@@H]1CCN1CCN(c2ccc(F)cc2)CC1 | -15.8%
CCCc1noc(-c2cccn3c(CNC(=O)c4ccc(OCC)cc4)nnc23)n1 | 54.4%[activator]
Cc1nc2nc(NCc3ccccc3)[nH]n2c(=O)c1CCC(=O)Nc1ccc2ccccc2c1 | -3.8%
O=C(NCCc1ccccc1)Nc1ccc2nc(NS(=O)(=O)c3ccccc3)sc2c1 | -12.6%
Cc1ccc(C(=O)NCC2(C)CCOCC2)cn1 | 18.3%
CCc1cn(C[C@H](NC(=O)COC)C(=O)O)c(=O)[nH]c1=O | 6.2%[176 µM]
CC(C)C1=NOC2(CCN(C(=O)c3ccccc3F)C2)C1 (stereo not drawn) | 6.9%[12.5 µM]
CC(=O)CC(C)=Nc1ccccc1 | ?
Cc1ccc(C2Cn3nnc(-c4noc(-c5ccccn5)n4)c3CO2)cc1 (stereo not drawn) | 9.5%
O=C(NCC(=O)N1CCCCC1)C1CCCN(S(=O)(=O)c2ccc(Cl)cc2)C1 (stereo not drawn) | -0.7%
CCC(C(=O)Nc1ccc(C(C)=O)cc1)n1c(=O)c(-c2ccccc2NC(C)=O)nc2ccccc21 (stereo not drawn) | -1.0%
Cc1ocnc1C(=O)NC1CC(=O)N(CCc2ccc(F)cc2)C1 (stereo not drawn) | 64.6%[activator]
CCCCOCC1CN(CCCC)S(=O)(=O)c2c(Oc3ccc(F)cc3)cccc2O1 (stereo not drawn) | -25.0%
CN(CC(=O)Nc1cccc(F)c1)CC(=O)N(C)C1(C#N)CCCCC1 | -26.1%
Clc1ccccc1C1(c2ccnc(CC3CC3)n2)CCNCC1 | ?
COc1ccc(C(=O)N2CCCC(c3nc(SCc4ccccn4)ncc3C)C2)cc1F (stereo not drawn) | ?
COc1ccc2c(c1)CCc1cnc(-n3ncc(C(=O)N(C)CC4CCCN(C)C4)c3C)nc1-2 (stereo not drawn) | -3.4%
CCc1cc2c(nc1CC)CCCN2S(=O)(=O)c1ccc(F)cc1 | -27.2%
Cc1c(Cl)cccc1NC(=O)c1ccc(NC(=O)C2=CSCCO2)cc1 | -19.7%
CCCCn1c(=O)[nH]c(=O)c2[nH]c(-c3ccc(C#N)cc3)nc21 | 7.7%
COC(=O)[C@@]12C[C@@H](CC(=O)NCc3ccccc3)C(=O)N(Cc3cccc4ccccc34)C1=CCC(C)(C)C2 | -15.2%
Cc1cc(NC(=O)C(C)(C)Oc2nn(CC3CC3)c3ccc(CN4CCCC4)cc23)n(C)n1 | 20.3%
CC(C)(C)C(=O)Oc1ccc2c(=O)c(-c3ccccc3)coc2c1 | -9.3%
Cc1ccc(C)c(NC(=O)c2csc3c2CCCC3)c1 | ?
Ic1cccc(-c2nc(-c3ccccn3)no2)c1 | 3.7%
COc1cccc(CNC(=O)c2c(OC)cc(=O)n3c2CCN(C(=O)C2CC24CCCC4)CC3)c1 (stereo not drawn) | ?

Screening results: PubChem BioAssay, National Center for Advancing Translational Sciences (NCATS)
